Bioassay records as filed in PubChem.
KCNK9 block: blocks the human KCNK9 two-pore domain potassium channel; Q9NPC2; HEK293 KCNK9, FluxOR thallium flux fluorescence; active compounds read low; B-score at 10 µM; hit rate 1.2% among 310,000; AID 488922;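 active means ratio B-score over 3 SD below the library mean, with starting fluorescence within 5 SD of its mean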;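 further: negative B-score means less thallium flux so channel inhibition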
Target sequence (Q9NPC2 whole entry, looked up, the tested form may be a part): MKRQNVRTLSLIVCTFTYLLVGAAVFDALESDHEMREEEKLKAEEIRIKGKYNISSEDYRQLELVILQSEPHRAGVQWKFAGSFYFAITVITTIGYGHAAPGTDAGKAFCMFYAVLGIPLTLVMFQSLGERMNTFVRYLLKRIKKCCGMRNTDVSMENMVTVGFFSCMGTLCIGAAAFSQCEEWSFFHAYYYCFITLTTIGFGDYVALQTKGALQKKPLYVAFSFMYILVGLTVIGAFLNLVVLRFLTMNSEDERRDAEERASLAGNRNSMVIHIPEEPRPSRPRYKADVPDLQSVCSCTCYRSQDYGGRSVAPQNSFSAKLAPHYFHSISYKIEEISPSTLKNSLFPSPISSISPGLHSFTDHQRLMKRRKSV
RGS4 pot: RGS4 potentiation or activation; HEK293 M3R/inducible RGS4, carbachol calcium flux Fluo4; active compounds read low; B-score at 10 µM; hit rate 0.92% among 310,000;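 active means B-score of the integrated calcium signal more than 4 SD below the library mean, with starting fluorescence not abnormally high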;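 further: negative B-score means reduced calcium response which marks RGS4 activation or potentiation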
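Material: Inducible-RGS4 HEK293 cells carrying M3 receptor; also added: carbachol at ECmax as muscarinic agonist stimulus; incubation: compound preincubation 20 min at room temperature before agonist; signal: Fluo4-AM (2 µM) calcium-flux fluorescence, kinetic read; measure: integrated calcium ratio converted to B score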
KCNK3 block: human KCNK3 channel inhibition, primary screen | CHO-KCNK3 thallium flux, FluxOR fluorescence; active compounds read low | B-score at 10 µM | hit rate 0.84% among 340,000;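 active means B-score under library mean minus 4 SD, starting fluorescence ratio at most library mean plus 5 SD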;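 further: more negative B-score means stronger inhibition of thallium flux through KCNK3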
GSK3A inh: blocks human GSK-3 alpha kinase. ADP-Glo luminescence, 60 min. P49840. inhibition, % at 10 µM. hit rate 0.1% among 320,000;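 in the data active means inhibition above about 50%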;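 further: GST-tagged GSK-3 alpha with peptide substrate and 25 µM ATP; 0% = DMSO neutral wells and 100% = GW8510 positive control wells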
GSK3beta inhib: human GSK3beta kinase inhibition. P49841. GST-GSK3beta kinase, ADP-Glo luminescence, 60 min; active compounds read low. activity score (negative = inhibition), % at 10 µM. hit rate 0.038% among 300,000. AID 2097;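 active means more than half of replicate wells score below -50%, meaning over 50% inhibition versus plate controls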;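 further: 0% = median DMSO wells and -100% = median GW8510 positive control wells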
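Test system: GST-tagged human GSK3beta kinase, cell-free; evaluation: activity score scaled between in-plate DMSO and GW8510 controls; measured by: ADP-Glo luminescence; incubation: 60 min reaction, RT; benchmarks: DMSO and 20 µM GW8510; reagent: peptide substrate plus 25 µM ATP (final); medium: Tris/MgCl2 kinase buffer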
Dyrk1A ADPGlo: Dyrk1A (rat) kinase inhibition; Q63470; ADP-Glo luminescence, NFATc1 peptide; inhibition, % at 12.5 µM; hit rate 0.43% among 310,000; AID 504441; in the data active means inhibition above about 50%;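 further: plate controls were vehicle with enzyme for no effect and no enzyme for full effect; many of its hits are not listed in these tables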
KCNQ1 inh: human KCNQ1 channel inhibition; P51787; CHO-K1 KCNQ1, FluxOR thallium flux fluorescence; active compounds read high; B-score at 10 µM; hit rate 1.3% among 310,000; AID 2642;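 active means compounds whose thallium flux B-score, printed positive for inhibition, exceeds three library SD while starting fluorescence stays within three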;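 further: channel opened by potassium depolarization with thallium stimulus after 20 min compound exposure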
Target sequence (P51787 whole entry, looked up): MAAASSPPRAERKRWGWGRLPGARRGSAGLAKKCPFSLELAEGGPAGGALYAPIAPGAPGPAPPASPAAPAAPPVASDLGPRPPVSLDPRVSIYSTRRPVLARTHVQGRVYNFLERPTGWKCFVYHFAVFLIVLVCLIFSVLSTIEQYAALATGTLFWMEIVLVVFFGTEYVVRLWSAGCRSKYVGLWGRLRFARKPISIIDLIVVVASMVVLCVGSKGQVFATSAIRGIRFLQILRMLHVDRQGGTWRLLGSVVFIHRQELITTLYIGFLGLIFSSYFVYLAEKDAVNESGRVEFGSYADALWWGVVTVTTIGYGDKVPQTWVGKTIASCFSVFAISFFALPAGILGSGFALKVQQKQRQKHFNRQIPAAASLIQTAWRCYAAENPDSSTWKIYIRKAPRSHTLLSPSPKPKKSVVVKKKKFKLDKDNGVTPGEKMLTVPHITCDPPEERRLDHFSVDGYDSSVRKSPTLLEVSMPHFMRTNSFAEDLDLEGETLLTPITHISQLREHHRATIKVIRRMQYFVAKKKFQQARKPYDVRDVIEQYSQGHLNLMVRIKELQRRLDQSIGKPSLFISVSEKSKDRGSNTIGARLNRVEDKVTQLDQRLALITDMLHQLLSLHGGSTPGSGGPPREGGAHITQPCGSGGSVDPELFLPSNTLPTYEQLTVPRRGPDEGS
RGS4 block: human RGS4 inhibition; P49798; HEK293 M3R/RGS4 inducible, Fluo-4 calcium flux; active compounds read high; triggered by carbachol at its EC20; B-score at 10 µM; hit rate 0.45% among 310,000; AID 463165;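 active means B-score, a plate-corrected calcium signal, over three deviations above library mean, with baseline fluorescence within five deviations of library mean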;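 further: RGS4 expression induced by doxycycline in cells with stable M3 receptor; B-score is computed from the integrated fluorescence ratio over baseline after carbachol; higher B-score means a larger calcium signal and so more RGS4 inhibition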
PolyA inhibitor: inhibitors of polyadenylation in S. cerevisiae | S. cerevisiae SKY197-pL101 polyadenylation reporter, beta-gal luminescence; efflux-impaired pdr1/pdr3 knockout yeast; score 100 = 6 SD above DMSO | calls only at 12 µM | hit rate 0.02% among 300,000;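 active means lowest replicate activity score at least 50, where 100 means six control SD above control mean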;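 further: yeast exposed to compound for 9 h at 30 °C; higher score means more reporter readthrough which indicates perturbed polyadenylation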
hERG rescue: compounds protecting human hERG from proarrhythmic drug block; Q12809; CHO-hERG, FluxOR thallium flux, dofetilide IC70 present; activation (rescue from dofetilide block), less the hit threshold, % at 10 µM; hit rate 0.51% among 310,000; AID 1511;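 active means activation above the mean of controls blocked by dofetilide plus 5 SD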;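 further: thallium influx through hERG after potassium depolarization seen as dye fluorescence rise; in these data hits start at about 4.7%; inactives centre near -7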
KCNQ1 act: human KCNQ1 channel potentiation or activation. P51787. CHO-K1 KCNQ1, thallium flux FluxOR fluorescence; active compounds read high. B-score at 10 µM. hit rate 0.35% among 310,000;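 active means fluorescence ratio B-score, a plate-corrected score, at least three library SD, with initial intensity B-score within 5 SD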
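assay system = CHO-K1 cells stably expressing KCNQ1 | medium = assay buffer, equal DMSO in all wells | timing = 37 °C overnight plating, 90-min dark dye load, 20-min compound pretreatment | measured by = kinetic FluxOR thallium fluorescence, 10-s 1-Hz baseline, 110-s post-stimulus read | measure = fluorescence change relative to baseline, converted to B score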
* = called active by the depositor; i = inactive; / = not tested or not shown. The list is partial (hit frequency here may not be typical).

SMILES	KCNK9 block	RGS4 pot	KCNK3 block	GSK3A inh	GSK3beta inhib	Dyrk1A ADPGlo	KCNQ1 inh	RGS4 block	PolyA inhibitor	hERG rescue	KCNQ1 act
CCOC(=O)c1c(C)nc2sc3c(=O)[nH]cnc3c2c1-c1ccc(OC)cc1	i	i	i	3	0	1	i	i	i	-15	i
O=S(=O)(c1ccccc1)c1cnc(-c2cccnc2)nc1-c1ccc(Cl)cc1Cl	i	i	i	-4	1	5	i	i	i	-8	i
O=C(Cc1coc2cc3c(cc12)CCC3)OCc1cc(=O)n2c(n1)sc1ccccc12	i	i	i	-4	4	-2	i	i	i	-16	i
CC(C)CCN1CC(=O)N2[C@@H](Cc3c([nH]c4ccccc34)C2(C)C)C1=O	i	i	i	1	2	2	i	i	i	3	i
COc1ccc(-c2cc(-n3c(C(F)(F)F)nc4ccccc43)n(CCC#N)n2)cc1	i	i	i	-2	-1	-5	i	i	i	-1	i
CCc1c(C)nc(SC)n(CC#N)c1=O	i	i	i	-1	4	-6	i	i	i	4	i
CC(C)(C)NC(=O)C(c1ccc(O)cc1)N(C(=O)CCC(=O)Nc1nccs1)c1ccccc1F (stereo not drawn)	i	i	i	2	1	-2	i	i	i	-5	i
O=C(/C=C/c1ccccc1[N+](=O)[O-])N1CCc2ccccc2C1	i	i	i	-2	-2	7	i	i	i	-4	i
CCOC(=O)C1CCN(CCC(=O)Nc2ccc(Cl)cc2)CC1	i	i	i	-1	2	-4	i	i	i	-5	i
CCOc1ccc(-c2c(C(=O)N/N=C/C3CC=CCC3)nnn2-c2nonc2N)cc1 (stereo not drawn)	i	i	i	-1	-3	0	i	i	i	-4	i
Nc1c(C(=O)NCc2ccco2)sc2nc3c(cc12)C(=O)CCC3	i	i	i	/	0	2	i	i	i	-12	i
CN(c1ccccc1)S(=O)(=O)c1ccc(C(=O)N2CCCC(C(F)(F)F)C2)cc1 (stereo not drawn)	i	i	i	-1	0	1	i	i	i	-4	i
O=C(Nc1ccc2c(c1)OCO2)c1ccc[n+]([O-])c1	i	i	i	-1	-1	-5	i	i	i	-15	i
CC(C)=C1SC(N2CCOCC2)=NC1=O	i	i	i	-3	3	-3	i	i	i	-8	i
CCCCn1c(CN2CCN(c3ccccc3)CC2)nc2c1c(=O)n(C)c(=O)n2C	i	i	i	-2	2	-1	i	i	i	-15	i
CCn1c(SCC(=O)Nc2ccc3c(c2)c2ccccc2n3CC)nnc1-c1cnccn1	i	i	i	1	-1	10	i	i	i	-8	i
Cc1ccc(N(C(=O)C2CCCO2)C2C=CS(=O)(=O)C2)cc1Cl (stereo not drawn)	i	i	i	-3	4	-5	i	i	i	-1	i
CCCN1CC23C=CC(O2)C(C(=O)O)C3C1=O (stereo not drawn)	i	i	i	-3	0	6	i	i	i	-4	i
Cc1cccc(/C=N/NC(=O)Cc2ccc(Cl)cc2)c1O	i	i	i	-1	-3	14	i	i	i	-10	i
Cc1ccc(S(=O)(=O)Nc2ccnc(-c3cccnc3)n2)cc1	i	i	i	-8	0	-3	i	i	/	-7	i
CCOC(=O)c1c(NC(=O)Nc2cccc(Cl)c2)sc(C)c1C	i	i	i	-2	-4	-1	i	i	i	-10	i
CCOc1ccc(C(=O)NCc2ccco2)cc1OCC	i	i	i	0	-1	-2	i	i	i	-8	i
Cc1ccc2c(C)c(C(=O)N(C)C(C)c3ccon3)oc2c1C (stereo not drawn)	i	i	i	0	0	0	i	i	i	-6	i
CCOc1ccccc1/C=N/Nc1ccnc(=O)[nH]1	i	i	i	-1	-1	-6	i	i	i	-5	i
COc1ccccc1NCC(=O)N/N=C(\C)c1ccc(Br)s1	i	i	i	-5	0	-74	i	i	i	0	i
COc1ccccc1OCC(=O)Nc1ccncc1	i	i	i	4	-3	6	i	i	i	-5	i
COC(=O)CN1C(=O)N/C(=C/c2ccc(C)o2)C1=O	i	i	i	-7	-1	/	i	i	i	-6	i
COc1ccc(NC2CCCN(C(=O)c3csc(C(C)C)n3)C2)cc1 (stereo not drawn)	i	i	i	2	5	0	i	i	i	-5	i
NC(=O)C1CCN(S(=O)(=O)Cc2ccccc2Cl)CC1	i	i	i	0	0	1	i	i	i	-5	i
COc1ccc(NC(=O)CC2C(=O)NCCN2C(=O)Nc2ccc(C(F)(F)F)cc2)cc1 (stereo not drawn)	i	i	i	0	1	-3	i	8.8*	i	-9	i
CN(C)CCCn1c(SCc2c(Cl)cccc2Cl)nnc1-c1ccncc1	i	i	i	2	1	4	i	i	i	-8	i
CCOc1cccc(/C=N/N2C(=O)CSC2=S)c1O	i	i	i	0	-2	7	i	i	i	-11	i
O=C(Nc1cc(C(F)(F)F)ccc1N1CCOCC1)c1ccc2ccccc2n1	i	i	i	-3	1	-2	i	i	i	-15	i
Cc1cc(C)cc(NC(=O)C[n+]2ccccc2)c1	i	i	i	-2	-6	19	i	i	i	1	i
Cc1nn(C)cc1/C=N/NC(=O)Cn1cncn1	i	i	i	-1	2	/	i	i	i	-5	i
CCn1c(SCC(=O)c2ccc(Cl)cc2)nnc1C(C)C	i	i	i	0	-1	4	i	i	i	0	i
Cc1ccccc1CN(c1ccc(C(=O)NCc2ccccn2)cc1)S(C)(=O)=O	i	i	i	-4	-8	12	i	i	i	-15	i
Cc1ccc(N(C(=O)Cn2nnc(-c3cccs3)n2)C(C(=O)NC2CCCC2)c2ccncc2)cc1 (stereo not drawn)	i	i	i	3	-2	-2	i	i	i	-11	i
Cc1ccc(C(=O)OCCOc2cccc(Cl)c2)cc1S(=O)(=O)N1CCOCC1	i	i	-12*	3	2	13	i	i	i	-8	i
O=C(Nc1ccc(F)cc1)c1nn(-c2ccccc2)c(=O)cc1Cl	i	i	i	/	-2	-2	i	i	i	-13	i
Cc1ccc(N(CC(=O)NC(C)C)C(=O)CCC(=O)Nc2nccs2)cc1C	i	i	i	0	-3	-3	i	i	/	-1	i
COc1cccc(C(=O)c2sc(NC(C)C)nc2N)c1	i	i	i	94*	-93*	53*	i	i	i	-8	i
Cc1nc2c(ccc3c2ccc2nc(C)sc23)s1	i	i	/	0	-1	/	i	i	i	-5	i
CCn1c(=O)c2c(n3cnnc13)-c1ccccc1CC21CCCCC1	i	i	i	0	3	5	i	i	i	-4	i
O=C(OCCN=C1NS(=O)(=O)c2ccccc21)c1cccs1	i	i	i	1	4	-2	i	i	i	-6	i
S=C(NCc1ccco1)Nc1ccc(Br)cn1	i	i	i	2	-1	-6	i	i	i	-3	i
CCCNC(=S)N1CCC(C(=O)c2ccc(Cl)cc2)CC1	i	i	i	-3	/	-3	i	i	i	-7	i
Cc1nc2ccc3nc(NC(=O)C4COc5ccccc5O4)sc3c2s1 (stereo not drawn)	i	i	i	-1	0	8	i	i	i	-19	i
CCOc1ccccc1NC(=O)c1nnn(CC(=O)Nc2cc(C)cc(C)c2)c1N	i	i	i	-1	-4	/	i	i	i	-4	i
O=C(NCCCN1CCOCC1)c1cc2c(s1)CCC2	i	i	i	-1	2	-9	i	i	i	-6	i
Cc1ccc(NC(=O)C2CCCN(S(=O)(=O)c3cccnc3)C2)c(C)c1 (stereo not drawn)	i	i	i	0	-3	-1	i	i	i	-8	i
N#Cc1c(Cl)nc(-c2cccnc2)nc1-c1ccccc1	i	i	/	4	-1	/	i	i	i	-2	i

Gathered by group, the compounds so far with a Cl atom
SMILES	KCNK9 block	RGS4 pot	KCNK3 block	GSK3A inh	GSK3beta inhib	Dyrk1A ADPGlo	KCNQ1 inh	RGS4 block	PolyA inhibitor	hERG rescue	KCNQ1 act
O=S(=O)(c1ccccc1)c1cnc(-c2cccnc2)nc1-c1ccc(Cl)cc1Cl	i	i	i	-4	1	5	i	i	i	-8	i
CCOC(=O)C1CCN(CCC(=O)Nc2ccc(Cl)cc2)CC1	i	i	i	-1	2	-4	i	i	i	-5	i
Cc1ccc(N(C(=O)C2CCCO2)C2C=CS(=O)(=O)C2)cc1Cl (stereo not drawn)	i	i	i	-3	4	-5	i	i	i	-1	i
Cc1cccc(/C=N/NC(=O)Cc2ccc(Cl)cc2)c1O	i	i	i	-1	-3	14	i	i	i	-10	i
CCOC(=O)c1c(NC(=O)Nc2cccc(Cl)c2)sc(C)c1C	i	i	i	-2	-4	-1	i	i	i	-10	i
NC(=O)C1CCN(S(=O)(=O)Cc2ccccc2Cl)CC1	i	i	i	0	0	1	i	i	i	-5	i
CN(C)CCCn1c(SCc2c(Cl)cccc2Cl)nnc1-c1ccncc1	i	i	i	2	1	4	i	i	i	-8	i
CCn1c(SCC(=O)c2ccc(Cl)cc2)nnc1C(C)C	i	i	i	0	-1	4	i	i	i	0	i
Cc1ccc(C(=O)OCCOc2cccc(Cl)c2)cc1S(=O)(=O)N1CCOCC1	i	i	-12*	3	2	13	i	i	i	-8	i
O=C(Nc1ccc(F)cc1)c1nn(-c2ccccc2)c(=O)cc1Cl	i	i	i	/	-2	-2	i	i	i	-13	i
CCCNC(=S)N1CCC(C(=O)c2ccc(Cl)cc2)CC1	i	i	i	-3	/	-3	i	i	i	-7	i
N#Cc1c(Cl)nc(-c2cccnc2)nc1-c1ccccc1	i	i	/	4	-1	/	i	i	i	-2	i
